From PubChem
SENP8 block-1 – blocks human SENP8 cleavage of Nedd8 substrate. recombinant SENP8, Nedd8 substrate fluorescence. inhibition, % at 20 µM. hit rate 0.64% among 360,000. AID 602440; in the data active = inhibition mostly above about 40%, no sharp cut-off; inactive = mostly below about 27%
SENP7 block – SENP7 protease inhibition | hit rate 1.5% among 330,000 | Q9BQF6 | AID 434973 | inhibition, % at 5 µM | recombinant SENP7, Z-RLRGG-aminoluciferin luminescence, 40 min;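 active = inhibition above about 50% at the single test dose, limit read from the data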;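 also: plate controls were DMSO with enzyme for no effect and no enzyme buffer wells for full effect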
Target sequence (Q9BQF6 706-1050 limits assumed): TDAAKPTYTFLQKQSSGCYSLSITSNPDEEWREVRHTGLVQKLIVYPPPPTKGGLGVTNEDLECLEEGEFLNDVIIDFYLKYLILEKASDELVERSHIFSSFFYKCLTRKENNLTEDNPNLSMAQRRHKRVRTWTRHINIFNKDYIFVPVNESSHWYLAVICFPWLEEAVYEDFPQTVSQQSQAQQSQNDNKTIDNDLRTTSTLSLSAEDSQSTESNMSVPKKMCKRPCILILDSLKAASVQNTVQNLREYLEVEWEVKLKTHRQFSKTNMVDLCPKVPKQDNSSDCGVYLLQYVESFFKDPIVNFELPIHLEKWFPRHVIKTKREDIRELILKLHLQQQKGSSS
SENP1 inh – blocks the human SENP1 SUMO protease catalytic domain. recombinant SENP1 catalytic domain, CyPet-SUMO1-YPet FRET cleavage. hit rate 0.21% among 360,000. inhibition, % at 10 µM. Q9P0U3;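 active = inhibition at least 30% at 10 µM, raw YFP signal under a set limit, fluorescence ratio 0.5 to 1.5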;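 also: 0% = enzyme with DMSO and 100% = no enzyme wells; some results filed as inactive read as strong as hits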
Target sequence (Q9P0U3 419-644 limits assumed): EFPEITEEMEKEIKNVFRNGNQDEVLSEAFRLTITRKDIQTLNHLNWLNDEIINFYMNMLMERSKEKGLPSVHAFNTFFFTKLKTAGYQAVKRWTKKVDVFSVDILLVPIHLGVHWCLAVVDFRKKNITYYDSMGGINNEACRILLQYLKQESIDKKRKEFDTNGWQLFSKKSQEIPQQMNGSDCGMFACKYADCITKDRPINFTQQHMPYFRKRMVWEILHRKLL
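System: Recombinant human SENP1 catalytic domain, His6-tagged | Incubation: Enzyme reaction for 50 min at room temperature, dark | Medium: Tris pH 8 with BME, BSA, NP40 and catalase | Also added: 25 nM SUMO1 FRET substrate | Compound: 10 µM single point, 0.5% DMSO | Measured by: FRET fluorescence in CFP and YFP emission channels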
SENP8 block-2 – inhibitors of human SENP8 protease; purified SENP8, Z-RLRGG-aminoluciferin cleavage, luminescence; inhibition, % at 10 µM; hit rate 1.2% among 330,000; AID 2540; in the data active = inhibition above about 50%
PfGluPho inh – PfG6PD (Plasmodium falciparum) enzyme inhibition | inhibition, % at 20 µM | PfGluPho enzyme, NADPH resazurin-diaphorase fluorescence | AID 504690 | hit rate 0.78% among 350,000;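 active = inhibition reaching at least a set limit at 20 µM in the primary screen, cut at about 59% in these data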;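 also: 0% = DMSO wells with substrate and 100% = DMSO wells lacking glucose-6-phosphate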
HKDC1 inhibitor – blocks human hexokinase HKDC1 activity | Q2TB90 | recombinant HKDC1, G6PDH/diaphorase resazurin coupled fluorescence | hit rate 0.16% among 340,000 | inhibition, % at 20 µM;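 active = inhibition above about 35% when tested at 20 µM, limit read from the data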;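 also: plate controls were DMSO wells with enzyme for no effect and DMSO wells lacking enzyme for full effect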
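Assay system: recombinant HKDC1 hexokinase; detection: coupled resazurin fluorescence, excitation 525 nm, emission 613 nm; benchmarks: DMSO-plus-enzyme-mix negative control, buffer-substituted positive control; compound dosing: single 20 µM dose; schedule: 90 min at room temperature in dark; also added: glucose plus 1 mM ATP as hexokinase substrates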
Apaf1 inhib – blocks human Apaf-1 apoptosome activity | O14727 | reconstituted apoptosome caspase-3 activity, DEVD-Rh110 fluorescence | inhibition, % at 20 µM | hit rate 0.71% among 330,000; active = inhibition of at least 40% at 20 µM;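 also: plate controls were DMSO wells for no effect and DEVD-CHO caspase inhibitor wells for full effect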
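Material: reconstituted apoptosome with Apaf-1, cytochrome c, caspase-9, procaspase-3, dATP. Technique: Rh110 fluorescence intensity. Buffer or medium: pH 7.5 Hepes buffer with CHAPS, BSA, DTT. Times: 30 min plus 50 min, RT.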
SENP6 inh – blocks the human protease SENP6; Q9GZR1; Recombinant SENP6 catalytic domain, aminoluciferin luminescence; inhibition, % at 10 µM; hit rate 1.8% among 330,000; AID 2599;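 active = inhibition above about 50% at the single tested dose, limit read from the data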;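 also: plate controls were DMSO wells with enzyme for no effect and DMSO wells lacking enzyme for full effect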
Target sequence (Q9GZR1 628-1112 limits assumed): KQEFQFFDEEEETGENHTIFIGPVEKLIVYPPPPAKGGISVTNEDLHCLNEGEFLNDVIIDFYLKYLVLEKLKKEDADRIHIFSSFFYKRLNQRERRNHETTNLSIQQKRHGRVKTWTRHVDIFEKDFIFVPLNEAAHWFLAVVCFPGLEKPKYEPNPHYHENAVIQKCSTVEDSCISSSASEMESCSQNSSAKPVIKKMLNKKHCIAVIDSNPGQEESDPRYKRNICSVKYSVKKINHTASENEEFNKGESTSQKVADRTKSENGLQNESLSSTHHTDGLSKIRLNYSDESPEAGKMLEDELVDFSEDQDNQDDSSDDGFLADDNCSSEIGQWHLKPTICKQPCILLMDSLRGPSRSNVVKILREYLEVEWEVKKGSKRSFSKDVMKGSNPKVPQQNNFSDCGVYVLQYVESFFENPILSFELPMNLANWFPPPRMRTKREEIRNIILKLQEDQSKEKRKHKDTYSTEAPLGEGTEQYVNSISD
The depositor's hits bear a star; x = no result given.

SMILES	SENP8 block-1	SENP7 block	SENP1 inh	SENP8 block-2	PfGluPho inh	HKDC1 inhibitor	Apaf1 inhib	SENP6 inh
O=C(Cc1ccccc1)N1CCN(S(=O)(=O)c2cccc([N+](=O)[O-])c2)CC1	16	-7	2	-8	-5	0	8	-3
O=C(NCCc1ccccc1)c1cc(=O)[nH]c2ccccc12	-111	-9	2	-2	-3	-7	-4	-9
COc1ccc(C2=CC(c3ccc(C)cc3)n3nnnc3N2)cc1 (configuration not stated)	-286	-3	4	0	-3	10	13	0
COc1ccc(NC(=O)Cn2nnc3sc4c(c3c2=O)CC(C)(C)OC4)cc1	2	1	0	-5	11	-1	-1	-5
COc1ccc(NC(=O)CN(C)C(=O)c2ccccc2SCC(=O)N2CCCC2)cc1	-31	-2	1	-2	-21	-1	23	-2
COc1ccc(Nc2nc(NC(C)(C)C)nc(N3CCCC3)n2)c(OC)c1	22	6	0	2	23	-4	10	7
Cn1nnnc1SCC(=O)Nc1nc(-c2ccc(F)c(F)c2)cs1	-2	4	1	-3	17	-4	0	2
C=CCOc1ccc2ccccc2c1CNn1c(C)n[nH]c1=S	-11	-3	0	-4	33	-3	1	2
COc1ccccc1C(=O)N(C1=NC(C)CS1)c1ccc(Cl)cc1 (configuration not stated)	3	-12	1	6	1	3	25	-3
COc1cc(OC)cc(OC(=O)C2CCN(C(=O)c3ccc(F)cc3)CC2)c1	8	3	1	6	0	-3	6	7
Cc1noc(C)c1NC(=O)N(C)C[C@H]1Oc2c(NS(=O)(=O)c3cn(C)cn3)cccc2C(=O)N([C@H](C)CO)C[C@@H]1C	-1	-13	4	-9	-10	0	0	-26
COc1ncnc2c1NC(=O)CS2	10	0	2	2	5	-7	0	-11
C=CCOc1cccc(C2C(C(=O)c3ccco3)=C(O)C(=O)N2Cc2cccnc2)c1 (configuration not stated)	7	6	2	-1	16	4	-1	4
COCC(=O)Nc1ccc2c(c1)OCC(=O)N2Cc1ccccc1F	7	10	-3	-5	-27	3	-1	17
COc1ccc(N)c2c1OCCC2=O	29	4	5	-2	21	13	87*	17
CC(C)(C)OC(=O)N1CCC(c2c(C(=O)N3CCN(C4CCCCC4)CC3)cnn2-c2ccc(F)cc2)CC1	21	0	0	-1	-5	-6	9	-5
COc1ccc(-c2nnc(SCC(=O)Nc3cccnc3Cl)n2C)cc1	2	7	1	-1	20	0	1	7
COc1cc(CNCc2ccccn2)ccc1OCc1ccc(Cl)cc1Cl	21	-3	2	-6	-15	-5	19	3
COc1ccc(/C=N\NC(=O)c2cc3c(ccc4ccccc43)o2)cc1O	-452	1	-4	-6	-11	7	10	5
CCOc1ccccc1N1CCN(Cc2cccc(OC)c2OC)CC1	20	3	1	4	-13	-6	-8	2
Cc1cc(C(=O)OCC(=O)c2ccc(Br)s2)c(C)o1	x	13	x	-15	x	x	12	-13
Cn1c(=NC(=O)CSCC(=O)N2CCCCC2)sc2ccccc21	10	3	0	3	-9	-2	-2	6
COc1ccc(S(=O)(=O)Nc2ccc(S(=O)(=O)N3CCCCC3)cc2)cc1OC	15	0	-1	-9	-25	-5	6	26
Cc1ccc(C)c(-n2c(-c3ccc4c(c3)OCO4)n[nH]c2=S)c1	-95	6	3	-1	32	2	-6	-11
COc1ccc(C(=O)CC(=O)C(=O)Nc2cc(C)ccc2C)cc1	10	1	-4	1	-1	-4	12	2
O=C(CCNC(=O)c1ccc(Br)cc1)NCCCN1CCOCC1	16	-2	3	-2	-5	-4	-2	-4
O=C(CSc1nc2ccccc2s1)NCCOc1ccc(Cl)cc1	2	-3	-1	-6	2	-1	15	-17
CCSc1nnc(-c2cc(Br)ccc2NC(C)=O)c(=O)[nH]1	17	-3	3	0	4	1	-26	-23
CCC1CCCCN1Cc1nc2c(c(=O)n(C)c(=O)n2C)n1CC(C)C (configuration not stated)	8	-1	-1	0	-9	-1	2	-2
CCCNCC1COc2ccccc2O1 (configuration not stated)	x	-5	x	-10	-22	-7	-8	-1
C(=N\n1cnnc1SCc1ccccc1)/c1ccco1	12	-10	-2	-11	18	-3	11	-8
CC(=O)c1cccc(NC(=S)NCCc2ccc(F)cc2)c1	7	-9	1	-10	10	-7	13	-8
Cc1oc(-c2ccccc2F)nc1CN1CCC(C(=O)NCCC2=CCCCC2)CC1	9	-8	-2	-13	5	2	5	-20
COc1ccc(Br)cc1/C=N/NC(=O)c1cc(Br)ccc1O	x	0	x	-7	x	x	7	-7
Cc1cccc(Cn2c(C)nc3c(N)c(C)c(C)cc32)c1	5	-5	2	3	28	-10	9	-12
COc1ccc(NS(=O)(=O)c2ccc(OCC(=O)N3CCOCC3)cc2)cc1	16	2	2	-2	-21	-4	-9	-11
CCN(CC)c1nc(C)c2c(c1C#N)CC(C)(C)OC2	-400	4	1	-3	-12	2	13	3
Cc1ccccc1-n1nnnc1SCc1csc(-c2ccccc2)n1	14	-2	1	-7	4	3	21	7
Cc1ccc(NC(=O)CSc2nc3c(c(=O)[nH]2)CCCC3)cc1C	8	-6	4	-2	-3	8	1	-9
FC(F)(F)c1nnc2ccc(Cl)nn12	2	3	2	4	-4	-10	-5	-10

Looked up by compound from above (7):
SMILES	SENP8 block-1	SENP7 block	SENP1 inh	SENP8 block-2	PfGluPho inh	HKDC1 inhibitor	Apaf1 inhib	SENP6 inh
CCC1CCCCN1Cc1nc2c(c(=O)n(C)c(=O)n2C)n1CC(C)C (configuration not stated)	8	-1	-1	0	-9	-1	2	-2
COc1ccc(S(=O)(=O)Nc2ccc(S(=O)(=O)N3CCCCC3)cc2)cc1OC	15	0	-1	-9	-25	-5	6	26
CCSc1nnc(-c2cc(Br)ccc2NC(C)=O)c(=O)[nH]1	17	-3	3	0	4	1	-26	-23
FC(F)(F)c1nnc2ccc(Cl)nn12	2	3	2	4	-4	-10	-5	-10
Cc1oc(-c2ccccc2F)nc1CN1CCC(C(=O)NCCC2=CCCCC2)CC1	9	-8	-2	-13	5	2	5	-20
COc1ccc(NS(=O)(=O)c2ccc(OCC(=O)N3CCOCC3)cc2)cc1	16	2	2	-2	-21	-4	-9	-11
C(=N\n1cnnc1SCc1ccccc1)/c1ccco1	12	-10	-2	-11	18	-3	11	-8

The results go on:
SMILES	SENP8 block-1	SENP7 block	SENP1 inh	SENP8 block-2	PfGluPho inh	HKDC1 inhibitor	Apaf1 inhib	SENP6 inh
O=C(CN1C(=O)CC(c2ccco2)Sc2ccccc21)NC1CCCCC1 (configuration not stated)	16	0	-1	-2	-3	-5	7	8
COc1cccc(NC(=O)C2C3C=CC4(O3)C2C(=O)N(C2CC2)C4C(=O)NC2CCCCC2C)c1 (configuration not stated)	4	7	2	-1	-2	1	-10	-2
CC1(C(=O)O)CCC(C(=O)NNC(=O)c2ccccc2O)C1(C)C (configuration not stated)	-92	1	-3	-4	-13	-4	2	1
COc1ccc(S(=O)(=O)N(C)CC(=O)Nc2ccc3c(c2)OCCO3)cc1OC	18	6	1	-4	-30	-3	-2	-2
CN(CCN(C)C(=O)c1[nH]cnc1C(=O)Nc1ccccc1)C(=O)c1[nH]cnc1C(=O)Nc1ccccc1	20	-6	20	6	10	5	4	-14
COC(=O)c1c(NC(=O)c2ccco2)sc2c1C(C(=O)OC)CC2 (configuration not stated)	-405	10	-7	0	-2	2	-2	-13
CN(Cc1cccs1)C(=O)CN1CCN(S(=O)(=O)c2ccc3c(c2)OCCCO3)CC1	10	-6	0	3	4	-5	2	-3
Cc1ccc(S(=O)(=O)N(C)c2ccc(C(=O)NCC(c3cccs3)N3CCOCC3)cc2)cc1 (configuration not stated)	5	-7	0	-4	7	-5	10	3
CCc1nn(CCCC(=O)Nc2ccc(C)c(C)c2)c(=O)c2cc3occc3n12	-35	0	-5	0	19	4	7	4
CCC(CC)NC(=O)Nc1ccccc1C	3	-17	2	-8	6	-15	2	-20
COc1cc(NC(=O)c2ccc(S(=O)(=O)N(C)c3ccccc3OC)cc2)cc(OC)c1	1	7	2	-1	2	3	1	3
Cc1cccc(/C=N/NC(=O)Cc2cccs2)c1	0	12	0	-5	-12	3	-6	-11
NNC(=O)c1n[nH]c(=O)c2ccccc12	11	10	2	1	-9	-8	-18	5
Cc1cc(C)cc(C(=O)NCC(=O)OCC(=O)Nc2cccnc2Cl)c1	7	-5	1	-4	-4	-10	-2	-14
CCCN(CCC)S(=O)(=O)c1ccc(C(=O)NCc2ccc3c(c2)OCO3)cc1	6	6	-16	5	0	0	16	-8
CC(NC(=O)c1cccnc1)C(c1cccs1)N1CCN(c2ccccc2F)CC1 (configuration not stated)	15	-4	-6	-6	-19	15	5	-8
COc1ccccc1-c1c(C(F)(F)F)oc2cc(OCC(=O)Nc3cc(C)ccc3C)ccc2c1=O	x	-4	x	-8	x	x	2	-11
O=C(Cn1ccc([N+](=O)[O-])n1)N1CCc2ccccc21	23	13	1	4	4	-5	-3	9
O=C(c1cccc([N+](=O)[O-])c1)N1CCCC(C(=O)N2CCN(c3ccccc3)CC2)C1 (configuration not stated)	11	-2	1	-2	-4	-7	-6	-12
O=C1CCc2cc(S(=O)(=O)N3CCN(C(=O)c4ccco4)CC3)ccc2N1	8	-6	-3	-14	-19	3	-9	3

Some of the entries above in another layout.
Screens in order – SENP8 block-1	SENP7 block	SENP1 inh	SENP8 block-2	PfGluPho inh	HKDC1 inhibitor	Apaf1 inhib	SENP6 inh
- O=C(CN1C(=O)CC(c2ccco2)Sc2ccccc21)NC1CCCCC1 (configuration not stated)
    16	0	-1	-2	-3	-5	7	8
- CCc1nn(CCCC(=O)Nc2ccc(C)c(C)c2)c(=O)c2cc3occc3n12
    -35	0	-5	0	19	4	7	4

(continued)
SMILES	SENP8 block-1	SENP7 block	SENP1 inh	SENP8 block-2	PfGluPho inh	HKDC1 inhibitor	Apaf1 inhib	SENP6 inh
CCOC(=O)c1ccc(CNC(=O)Cn2nnc(-c3ccccc3)n2)o1	6	-14	1	-9	7	-7	-1	-8
O=S(=O)(Nc1ccccc1)C1CCCCC1	13	x	0	x	-9	1	x	x
CCOc1ccc(C(=O)CCC(=O)N2CCN(c3ccccc3O)CC2)cc1	-5	15	-8	3	5	1	14	2
C[C@H](CO)N1C[C@H](C)[C@@H](CN(C)C(=O)Nc2ccccc2)Oc2c(NC(=O)c3ccncc3)cccc2C1=O	0	6	1	3	26	3	2	19
O=C(NCCCN1CCOCC1)c1cc(C(=O)C2CCCCC2)c[nH]1	5	1	2	4	4	-9	5	15
COc1ccc(CCNC(=O)CSc2nn(-c3ccccc3)c(=S)s2)cc1OC	5	-5	3	-9	1	-9	14	-6
Cc1cc(SCC(=O)Nc2cccnc2Cl)nc2ccccc12	1	-5	0	-6	0	5	9	0
COc1ccc2c(c1)c1ncn(CC3CCCO3)c(=O)c1n2C (configuration not stated)	-434	1	0	3	3	-2	1	5
CCCOc1ccc(-c2c(=O)n(OCc3ccc([N+](=O)[O-])cc3)c3ccccc3[n+]2[O-])cc1	-2	3	-4	0	-6	0	0	8
CCN(C(=O)COC(=O)c1cccc(S(=O)(=O)N(CC)CC)c1)C1CCS(=O)(=O)C1 (configuration not stated)	13	-14	1	-1	0	-6	-4	-33
Cc1nnc(NC(=O)c2cccc(NC(=O)C(C)C)c2)s1	35	6	-1	3	-24	-4	1	-28
CSc1ccccc1OCc1cc(C(=O)NCCn2nc(C)cc2C)no1	10	-9	-1	-6	-12	-6	13	2
O=C1c2cccnc2C(Nc2ccccc2Br)N1Cc1ccco1 (configuration not stated)	14	1	-1	1	10	0	0	-9
Cc1cccc(-n2ncc3c(N(C)Cc4ccccc4)ncnc32)c1	9	8	0	10	18	1	19	21
CC(Sc1nc(N)cc(=O)[nH]1)C(=O)NCC(=O)Nc1ccc(F)c(F)c1F (configuration not stated)	6	-7	-3	2	3	-5	-13	-5
